Bioassay records (PubChem)
Bcl-xL primary: inhibitors of human Bcl-xL, primary screen, biochemical, fluorescence polarization, HTS | Bcl-2-like protein 1 (Homo sapiens), Q07817 | GST-Bcl-xL / FITC-Bim BH3 peptide fluorescence polarization | inhibition, % at 10.9 µM | 0.7% of 320,000 active | AID 2129, 2009;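 active = inhibition above the mean of all tested compounds plus 3 SD, cutoff set per campaign, cut at about 30% in these data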;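 also: 0% = DMSO wells and 100% = unlabeled Bim-BH3 peptide competitor; inhibitors lower millipolarization by displacing the labeled peptide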
Target sequence (Q07817 whole entry, looked up): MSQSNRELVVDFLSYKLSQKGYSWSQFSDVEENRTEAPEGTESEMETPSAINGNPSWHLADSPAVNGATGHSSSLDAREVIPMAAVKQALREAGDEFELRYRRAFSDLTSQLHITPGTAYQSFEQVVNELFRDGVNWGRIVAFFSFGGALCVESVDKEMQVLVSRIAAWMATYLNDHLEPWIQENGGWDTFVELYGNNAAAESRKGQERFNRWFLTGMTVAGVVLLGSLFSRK
VLA-4 inh: inhibition in human VLA-4 binding assay, primary screen, VLA-4 allosteric modulator project, MLPCN library, flow cytometry, VLA-4 expressing cells | ligand binding flow cytometry | Integrin alpha-4 (Homo sapiens), P13612 | inhibition, % (about 7 µM as worked out from the volumes in the protocol) | AID 2557, 2010 | 0.2% of 330,000 active; in the data active = inhibition above about 50%
Fam108B inh: mouse Fam108B serine hydrolase inhibitors, primary screen, counter-screen for RBBP9 inhibitor project, biochemical, fluorescence polarization. 0.33% of 300,000 active. recombinant Fam108B, FP-Rh probe fluorescence polarization. inhibition, % at 9.51 µM;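 active = inhibition above the screen mean inhibition plus 3 SD, computed separately per campaign, cut at about 18% in these data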;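 also: inhibitors lower polarization as less probe binds the enzyme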
CIT2-GFP yeast: modulators of CIT2-GFP expression in yeast, primary screen, S. cerevisiae, GFP fusion, multiplex flow cytometry, MLPCN library; S. cerevisiae CIT2-GFP strain, 3 h; 100 means same as DMSO wells; GFP response vs DMSO, % at 10 µM; 0.065% of 320,000 active; AID 2029, 2009;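 active = GFP response relative to DMSO above a set limit, near the screen mean plus 3 SD, cut at about 150% in these data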;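 also: ratio of well median GFP fluorescence to mean of DMSO wells on the plate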
AGP1-GFP MLPCN: modulators of AGP1-GFP expression in yeast TOR pathway, primary screen, cell-based, multiplex flow cytometry, S. cerevisiae, MLPCN library; 3 h; GFP as percent of DMSO wells; GFP response vs DMSO, % at 10 µM; 0.02% of 320,000 active; AID 2066, 2009;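 active = GFP response relative to DMSO above a set limit, near screen average plus 3 SD, cut at about 150% in these data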;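 also: median GFP channel fluorescence of the gated AGP1 strain per well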
MCL1-BIM inh: inhibitors of MCL1 binding to BIM-BH3, primary screen, biochemical, fluorescence polarization; inhibition, % at 10.9 µM; GST-MCL1 / FITC-Bim-BH3 fluorescence polarization; 0.68% of 320,000 active; AID 2057, 2009; Induced myeloid leukemia cell differentiation protein Mcl-1 (Homo sapiens), Q07820;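 active = inhibition above the mean inhibition of all tested compounds plus 3 SD, set per campaign, cut at about 40% in these data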;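 also: 0% = DMSO wells and 100% = unlabeled Bim-BH3 peptide control; higher means more loss of mP so more displacement of Bim peptide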
Target sequence (Q07820 whole entry, looked up): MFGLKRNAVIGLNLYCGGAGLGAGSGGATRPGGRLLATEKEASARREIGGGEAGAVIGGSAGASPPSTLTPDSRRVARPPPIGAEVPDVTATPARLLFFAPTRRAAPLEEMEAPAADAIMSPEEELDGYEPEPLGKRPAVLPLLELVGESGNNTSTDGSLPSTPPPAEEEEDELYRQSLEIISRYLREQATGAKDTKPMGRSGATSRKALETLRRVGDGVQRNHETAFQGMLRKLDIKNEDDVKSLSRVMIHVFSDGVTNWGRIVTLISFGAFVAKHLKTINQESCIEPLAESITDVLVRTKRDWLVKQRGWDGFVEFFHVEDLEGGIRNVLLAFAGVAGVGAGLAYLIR
GLD-1 TGE inh: GLD-1/TGE RNA complex disruptors, primary screen, biochemical, fluorescence polarization; purified GLD-1 + fluorescein TGE RNA; inhibition, % at 5.96 µM; 0.44% of 320,000 active;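 active = percent inhibition above a per-plate cutoff, the plate mean of test compounds plus 3 SD, cut at about 30% in these data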;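 also: 0% = DMSO wells with GLD-1 and probe and 100% = wells lacking GLD-1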
Target sequence (Q17339 whole entry, looked up): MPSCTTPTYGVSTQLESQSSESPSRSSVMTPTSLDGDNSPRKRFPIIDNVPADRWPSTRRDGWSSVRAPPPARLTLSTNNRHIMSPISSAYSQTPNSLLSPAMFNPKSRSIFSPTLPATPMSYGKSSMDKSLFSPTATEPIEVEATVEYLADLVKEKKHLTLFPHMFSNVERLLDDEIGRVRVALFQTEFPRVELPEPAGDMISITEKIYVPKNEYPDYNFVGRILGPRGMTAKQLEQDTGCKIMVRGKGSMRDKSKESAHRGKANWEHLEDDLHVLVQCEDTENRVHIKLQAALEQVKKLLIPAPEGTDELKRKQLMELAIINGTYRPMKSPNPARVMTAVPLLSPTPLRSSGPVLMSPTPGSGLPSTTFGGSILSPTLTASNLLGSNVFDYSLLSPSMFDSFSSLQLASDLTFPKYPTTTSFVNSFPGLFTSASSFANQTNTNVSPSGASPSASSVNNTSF
GRK2 aptamer HTS: compounds blocking aptamer binding on GRK2 – biochemical, human GRK2, bead flow cytometry, HTS, primary screen; Beta-adrenergic receptor kinase 1 (Homo sapiens), P25098; FAM-aptamer displacement from GRK2; inhibition of aptamer binding, % at 10 µM; 0.59% of 330,000 active;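 active = inhibition of aptamer binding above 40%, roughly 3 SD of noise, on plates passing a quality check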;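 also: median bead fluorescence of bound FAM aptamer so fluorescent compounds give negative values; no value below 0 was filed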
MEX-5 binding: MEX-5 zinc finger RNA-binding disruptors – biochemical, C. elegans, fluorescence polarization, MLPCN library, primary screen | Zinc finger protein mex-5 (Caenorhabditis elegans), Q9XUB2 | MEX-5/FITC-TCR2 RNA binding; stronger effect = lower value | activity score (negative = inhibition of binding), % at 10 µM | 0.38% of 300,000 active | AID 1832, 2009;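 active = inhibition past about -25% in most replicates, and total fluorescence under double the plate's negative control median, limit read from the data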;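 also: 0% = DMSO and -100% = 5 µM competing unlabeled TCR2 RNA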
Starred values were filed as active, the others as inactive; nt = not tested or not shown.

SMILES	Bcl-xL primary	VLA-4 inh	Fam108B inh	CIT2-GFP yeast	AGP1-GFP MLPCN	MCL1-BIM inh	GLD-1 TGE inh	GRK2 aptamer HTS	MEX-5 binding
CSCCC(NC(=O)COc1ccccc1)C(=O)N1CCC(C(N)=O)CC1 (centres undefined)	2.6	3.4	nt	95.5	99.8	9.3	4.7	0.0	nt
O=C(O)CC1c2ccccc2S(=O)(=O)N1Cc1ccccc1 (centres undefined)	3.3	2.1	7.2	102.1	88.6	3.5	-3.3	1.0	5.3
CC1CCN(S(=O)(=O)c2cccc(C(=O)N(Cc3ccccc3)c3ccccn3)c2)CC1	-1.6	26.4	-2.7	108.2	115.5	-4.0	1.7	5.0	-1.9
Cc1ccc2c(C(=O)CN3CCCCC3)c(C)[nH]c2c1	-2.6	6.3	3.7	80.6	84.2	-2.0	-0.1	0.0	0.6
O=C(COC(=O)CCc1nc2ccccc2c(=O)[nH]1)Nc1ccccc1OC(F)F	1.3	-14.6	nt	94.0	94.2	-1.3	1.1	1.0	nt
Cc1cc(C)n(C(=O)CN2C(=O)COc3ccccc32)n1	1.1	3.1	-1.3	100.4	101.2	3.0	4.8	5.0	4.1
O=C(Nc1ccc(-c2cn3ccsc3n2)cc1)C1CCCC1	-9.3	-22.7	2.9	86.3	88.8	-12.3	2.6	0.0	0.7
CCOc1ccccc1NC(=O)c1c(Br)cnn1C	0.1	3.1	0.6	91.0	83.3	1.2	5.0	3.0	0.4
CN(Cc1cn(-c2ccccc2)nc1-c1ccc(F)cc1)C(=O)CCC(=O)O	3.6	-4.8	1.2	100.5	92.9	8.9	2.9	1.0	-0.6
CC(=O)Nc1ccc(-c2csc(NCc3ccccc3)n2)cc1	-1.2	-4.0	2.1	99.9	107.2	4.6	8.7	0.0	-1.1
CC(C)(C)Cc1nnc(NS(=O)(=O)c2ccccc2)s1	7.0	20.9	-1.6	77.0	80.1	6.6	-3.0	2.0	-2.5
O=C(CSc1nnc(Cc2ccccc2)o1)NCc1ccco1	5.8	4.0	1.4	104.9	110.9	6.3	8.9	0.0	0.6
COc1cccc(Nc2ccc([N+](=O)[O-])c3nonc23)c1	-39.5	-13.8	7.8	109.4	98.9	-97.8	1.9	1.0	-0.5
Cc1cc2ncn(C(=O)N3CCCC3)c2cc1C	4.6	4.8	3.0	97.5	94.5	5.7	2.8	0.0	1.3
COc1cc(OC)cc(C(=O)NCC(=O)NC(C)c2ccccc2)c1 (centres undefined)	13.9	2.0	-3.1	103.9	100.0	12.4	-4.2	0.0	0.7
Cc1ccc(-n2ccc(=O)c(C(=O)Nc3ccc(S(=O)(=O)Nc4onc(C)c4C)cc3)n2)cc1	3.6	15.2	-0.8	103.4	104.5	-5.6	-11.4	0.0	-1.0
C/C(=N\NC(=O)CNc1cccc2ccccc12)c1ccccc1	-1.4	28.0	-0.8	107.7	106.2	2.1	1.6	4.0	-0.3
COc1ccc(/C=C2\N=C3CCCCCN3C2=O)cc1	6.5	5.8	1.0	98.1	99.3	9.3	4.8	4.0	0.0
CC(C)(C)OC(=O)C[C@H]1C/C=C\C[C@@H](CC(=O)N[C@H](CO)Cc2ccccc2)C(=O)N2CCC[C@H]2COC1=O	nt	6.8	nt	98.0	102.5	nt	-0.7	0.0	nt
O=C(COC(=O)c1ccc[nH]c1=O)NC1CCCCCCC1	-0.6	19.4	0.5	93.5	103.1	-3.7	-6.9	1.0	2.8
COc1ccc(-c2c(C(F)(F)F)nn(C)c2NC(=O)c2ccco2)cc1	2.7	0.7	1.7	nt	nt	-5.2	3.3	0.0	-1.2
O=C(NCCN1CCOCC1)C1CC(=O)N(c2ccc(F)c(Cl)c2)C1 (centres undefined)	9.2	5.7	-5.5	101.3	99.4	2.1	-1.3	0.0	-1.8
CCOC(=O)c1oc2cccc(O)c2c1C	4.1	-2.0	4.0	95.4	86.0	7.8	-1.6	0.0	-0.8
COCCCN1C(=O)C(=O)/C(=C(/O)c2ccc(S(=O)(=O)N3CCCCC3)cc2)C1c1ccc(F)cc1 (centres undefined)	-0.8	19.0	-5.9	98.4	104.5	-6.1	-3.4	0.0	-0.1
CCCCC1(Br)C(=O)N(c2ccccc2)N(c2ccccc2)C1=O	-9.4	-12.5	nt	91.5	94.8	-9.0	-0.1	2.0	nt
The list continues.
SMILES	Bcl-xL primary	VLA-4 inh	Fam108B inh	CIT2-GFP yeast	AGP1-GFP MLPCN	MCL1-BIM inh	GLD-1 TGE inh	GRK2 aptamer HTS	MEX-5 binding
CCCCc1nnc(NC(=O)Cc2ccc(S(=O)(=O)N3CCOCC3)s2)s1	6.4	-39.5	nt	98.6	102.9	2.1	15.5	0.0	nt
COCCN(C(=O)c1cc2c(s1)CCCCC2)c1c(N)n(CC(C)C)c(=O)[nH]c1=O	-4.2	16.4	nt	90.9	101.6	-0.2	2.3	0.0	nt
Cc1nnc(SCC(=O)NC2CCCCC2)s1	7.3	3.3	0.9	103.0	108.6	4.0	5.4	0.0	1.0
Cc1ccccc1NC(=O)CCC(=O)N/N=C/c1ccncc1	6.7	-0.2	3.4	82.7	100.9	8.3	-4.1	1.0	-2.8
Cc1cc(C)nc(-n2ncc3c2CCCC3=O)n1	0.0	-10.9	-2.1	106.1	101.2	9.1	6.1	3.0	1.2
C#CCOCCOCCOCCNc1nc(N2CCN(C(=O)Cn3cc(CCO)nn3)CC2)nc(N2CCN(C(=O)[C@H]([C@@H](C)O)n3cc(CCCCN)nn3)CC2)n1	-1.5	nt	2.3	nt	nt	-0.8	4.3	nt	0.0
O=C(Nc1ccc(Br)cc1)C1CCCN(C2=NS(=O)(=O)c3ccccc32)C1 (centres undefined)	-8.3	12.1	nt	90.8	91.6	-15.9	0.4	1.0	nt
Cc1ccccc1Nc1c([N+](=O)[O-])ccc2c1=NC1(CCCCC1)N=2	-1.8	-0.2	5.0	100.7	94.4	6.4	0.9	2.0	nt
Fc1ccc(Cn2cccc2C2=NC(c3ccccc3)CO2)cc1 (centres undefined)	6.1	17.0	0.4	109.0	110.5	8.0	4.9	6.0	-2.4
CCCc1cc(=O)[nH]c(SCC(=O)NCCC2=CCCCC2)n1	-1.2	-0.3	1.9	105.8	97.5	5.5	5.1	0.0	-0.3
COc1ccc(C(=O)/C=C/NCc2ccc(F)cc2)cc1OC	-3.5	10.2	-1.1	97.3	98.6	-5.6	-3.5	1.0	-2.6
O=C(NCc1ccc2c(c1)OCO2)C1CC(c2ccc(Cl)c(Cl)c2)=NO1 (centres undefined)	0.4	13.6	0.3	102.0	102.7	-2.4	-1.1	0.0	-1.7
N=c1nc(-c2ccccc2)ccn1O	-5.0	8.2	-2.0	102.1	101.7	-1.9	-5.5	3.0	-1.6
O=C(Nc1ncc(Cc2cccc(Cl)c2)s1)c1cccs1	2.6	17.5	-17.1	82.2	98.6	-1.2	2.0	4.0	-1.0
CCC(CC)c1nnc(NC(=O)c2ccc3c(c2)OCO3)s1	2.4	15.1	-2.2	114.2	108.6	2.0	-1.9	0.0	0.2
COc1ccc(-n2c(SCC(=O)N3CCN(c4ccccc4)CC3)nc3c(c2=O)SCC3)cc1	1.9	-0.1	-0.9	97.7	96.6	-2.6	1.7	0.0	0.3
CN(C(=O)COC(=O)c1cc(-c2ccc(Cl)s2)nc2ccccc12)C1CCS(=O)(=O)C1 (centres undefined)	3.2	5.7	-9.4	86.1	96.1	0.3	-3.5	0.0	4.9
CC(NC(=O)c1ccc(C(C)(C)C)cc1)C(c1cccs1)N1CCOCC1 (centres undefined)	2.7	5.4	-0.2	106.3	112.1	4.4	-2.6	53.0*	-1.5
O=S(=O)(/N=C(/Nc1ccc(Cl)c(S(=O)(=O)Nc2ccccc2Cl)c1)c1ccc(F)cc1)c1ccccc1	6.9	5.2	3.0	100.5	98.6	6.7	1.7	0.0	-0.2
COc1ccc(S(=O)(=O)CCC(=O)NCCc2ccc(Cl)cc2)cc1	-0.2	5.1	0.2	88.8	101.2	-2.8	0.6	0.0	1.7
CC(C)NC(=O)NC1C2CC3CC(C2)CC1C3 (centres undefined)	4.9	17.3	-1.0	112.9	110.8	-4.8	4.1	0.0	0.8
O=C(O)c1ccccc1C(=O)Nc1ccc(S(=O)(=O)N2CCCC2)cc1	2.8	4.9	6.6	106.0	100.0	9.2	0.6	0.0	0.4
CCN1C/C(=C/c2cccc([N+](=O)[O-])c2)C(=O)/C(=C/c2cccc([N+](=O)[O-])c2)C1	4.1	39.2	-1.9	104.5	100.0	-0.5	4.3	0.0	nt
CN(C)/C=N/c1c(C#N)cnn1-c1ccc(C(F)(F)F)cn1	6.2	12.8	-1.3	nt	91.2	4.8	2.3	0.0	nt
C=CCN(c1ccccc1OC)S(=O)(=O)c1cccc(C(=O)OCC(=O)N2CC(C)OC(C)C2)c1 (centres undefined)	nt	-13.7	nt	93.0	101.5	nt	-1.3	0.0	nt

Limited to VLA-4 inh, Fam108B inh and MCL1-BIM inh, for 2 of the compounds above:
| compound | VLA-4 inh | Fam108B inh | MCL1-BIM inh |
| --- | --- | --- | --- |
| N=c1nc(-c2ccccc2)ccn1O | 8.2 | -2.0 | -1.9 |
| O=C(Nc1ncc(Cc2cccc(Cl)c2)s1)c1cccs1 | 17.5 | -17.1 | -1.2 |

Following part
SMILES	Bcl-xL primary	VLA-4 inh	Fam108B inh	CIT2-GFP yeast	AGP1-GFP MLPCN	MCL1-BIM inh	GLD-1 TGE inh	GRK2 aptamer HTS	MEX-5 binding
C=CCn1c(=NC(=O)c2sc3ccccc3c2Cl)sc2cc(S(N)(=O)=O)ccc21	-6.4	24.8	-22.5	96.5	98.2	-10.0	0.9	0.0	-3.4
O=[N+]([O-])c1ccc(CSc2ccc(S(=O)(=O)N3CCCC3)cn2)cc1	2.2	4.9	nt	95.2	101.8	-0.5	-1.4	0.0	nt
C[N+]1(CC(=O)OCCCc2ccccc2)CCCC1	-6.7	11.7	-5.3	106.0	108.6	-15.2	5.2	0.0	0.5
Cc1ccc(S(=O)(=O)N(C)C)cc1NC(=O)C(C)Sc1ccccc1 (centres undefined)	-1.1	10.6	3.9	88.5	92.9	3.4	4.8	0.0	3.0
CC(=O)Nc1ccccc1NC(=O)C/C(C)=N/NC(=O)c1cccnc1	5.3	6.9	-1.4	78.8	69.3	-1.5	-7.4	0.0	0.2
Cc1ccc(/C=N/Nc2nc(N3CCCCC3)nc(N3CCCCC3)n2)o1	0.1	1.7	2.2	107.0	98.9	0.1	6.5	0.0	0.6
N#CCCN(C(=O)COC(=O)c1cc(=O)c2ccccc2o1)c1ccccc1	3.7	12.1	nt	104.1	109.6	-1.8	-4.2	2.0	nt
CC1=C(C(=O)OCc2ccccc2)C(c2ccc(N(C)C)cc2)NC(=O)N1 (centres undefined)	7.0	-29.2	-1.0	110.0	106.9	5.7	2.5	6.0	-4.5
COCCN(C(=O)COC(=O)CCC(=O)c1ccc(Cl)cc1)c1c(N)n(Cc2ccccc2)c(=O)[nH]c1=O	-9.5	4.7	0.6	106.7	102.5	-31.2	-3.3	1.0	-0.3
COc1ccc(CC(=O)N2CCC(n3nccc3NC(=O)C3CCOC3)CC2)cc1 (centres undefined)	0.5	-16.0	0.6	100.2	96.7	4.5	3.0	0.0	nt
